Screens: PubChem BioAssay, National Center for Advancing Translational Sciences (NCATS)
Apoferritin bind: candidate novel general anesthetic via apoferritin binding; P02791; apoferritin/1-aminoanthracene competitive binding, fluorescence; Potency, µM (doses to about 77.5 µM), inactives show top-dose activity change, negative = displacement, hits mostly inhibitors; hit rate 0.074% among 350,000; AID 485281; further: potency means the concentration at half of the fitted maximal effect; on the % scale 0 is the no-effect control and ±100 the full control effect; nearly all actives have a fitted effect of over 20% in size
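Read-out: endpoint 1-AMA fluorescence, excitation 380 nm and emission 535 nm, after compounds sit 10 min at room temperature with 10 uM horse-spleen apoferritin in 50% saturated 1-AMA/PBS. Values come from four-parameter Hill fits.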
POLI inh: DNA polymerase iota (human) inhibition; Potency, µM (highest dose often 115 µM), inactives show at the highest dose activity, negative = inhibition, usual class: inhibitors; AID 588590; hit rate 1% among 390,000; Pol iota fluorescent replication assay, 10 min; further: potency means the concentration at half of the fitted maximal effect
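Fluorescent replication assay read twice, at 0 min and 10 min after adding 50 nM (final) substrate. Enzyme (10 nM) and compounds were first incubated 15 min at room temperature; enzyme-free buffer wells were negative controls.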
ERG-DNA inh: blocks human ERG Ets domain binding to DNA | P11308 | fluorescence polarization, His-ERG Ets domain / labelled DNA | Potency, µM (titrated, usually from 76.9 µM), for the others: at the highest dose FP activity, negative = inhibition, most hits filed as inhibitors | hit rate 0.028% among 370,000; active means well fitted inhibition curve with a large enough effect in the polarisation, with a control signal flat; inconclusive means small, poorly fitted or top-dose-only effect, or effect the other way, or a change in a side signal; inactive means no such curve, though single readings can be large or run the other way; the % refers to the polarisation;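 further: polarization taken with two DNA probes labelled with fluorescein and Texas red; potency means the concentration at half of the fitted maximal effect; % of control where 0% means no effect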
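His-tagged ERG Ets domain (1 uM in the protein solution; 300mM KCl, 50mM Tris-HCl, 1mM EDTA, 1mM DTT, pH 7.5) received compound, then a probe mix of 5 nM fluorescein-DNA and 100nM Texas-615-DNA. Fluorescence polarization was read for both dyes.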
BLM helicase inh: blocks DNA unwinding by human BLM helicase; P54132; recombinant BLM DNA unwinding, fluorescence dequenching; Potency, µM (top dose mostly 56.1 µM), for inactives: at the top dose activity change, negative = inhibition, usual class: inhibitors; hit rate 0.2% among 350,000;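 further: potency means the concentration at half of the fitted maximal effect; plate controls were vehicle for no effect and no enzyme for full effect; nearly all actives have a fitted effect of over 35% in size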
Target sequence (P54132 whole entry, looked up): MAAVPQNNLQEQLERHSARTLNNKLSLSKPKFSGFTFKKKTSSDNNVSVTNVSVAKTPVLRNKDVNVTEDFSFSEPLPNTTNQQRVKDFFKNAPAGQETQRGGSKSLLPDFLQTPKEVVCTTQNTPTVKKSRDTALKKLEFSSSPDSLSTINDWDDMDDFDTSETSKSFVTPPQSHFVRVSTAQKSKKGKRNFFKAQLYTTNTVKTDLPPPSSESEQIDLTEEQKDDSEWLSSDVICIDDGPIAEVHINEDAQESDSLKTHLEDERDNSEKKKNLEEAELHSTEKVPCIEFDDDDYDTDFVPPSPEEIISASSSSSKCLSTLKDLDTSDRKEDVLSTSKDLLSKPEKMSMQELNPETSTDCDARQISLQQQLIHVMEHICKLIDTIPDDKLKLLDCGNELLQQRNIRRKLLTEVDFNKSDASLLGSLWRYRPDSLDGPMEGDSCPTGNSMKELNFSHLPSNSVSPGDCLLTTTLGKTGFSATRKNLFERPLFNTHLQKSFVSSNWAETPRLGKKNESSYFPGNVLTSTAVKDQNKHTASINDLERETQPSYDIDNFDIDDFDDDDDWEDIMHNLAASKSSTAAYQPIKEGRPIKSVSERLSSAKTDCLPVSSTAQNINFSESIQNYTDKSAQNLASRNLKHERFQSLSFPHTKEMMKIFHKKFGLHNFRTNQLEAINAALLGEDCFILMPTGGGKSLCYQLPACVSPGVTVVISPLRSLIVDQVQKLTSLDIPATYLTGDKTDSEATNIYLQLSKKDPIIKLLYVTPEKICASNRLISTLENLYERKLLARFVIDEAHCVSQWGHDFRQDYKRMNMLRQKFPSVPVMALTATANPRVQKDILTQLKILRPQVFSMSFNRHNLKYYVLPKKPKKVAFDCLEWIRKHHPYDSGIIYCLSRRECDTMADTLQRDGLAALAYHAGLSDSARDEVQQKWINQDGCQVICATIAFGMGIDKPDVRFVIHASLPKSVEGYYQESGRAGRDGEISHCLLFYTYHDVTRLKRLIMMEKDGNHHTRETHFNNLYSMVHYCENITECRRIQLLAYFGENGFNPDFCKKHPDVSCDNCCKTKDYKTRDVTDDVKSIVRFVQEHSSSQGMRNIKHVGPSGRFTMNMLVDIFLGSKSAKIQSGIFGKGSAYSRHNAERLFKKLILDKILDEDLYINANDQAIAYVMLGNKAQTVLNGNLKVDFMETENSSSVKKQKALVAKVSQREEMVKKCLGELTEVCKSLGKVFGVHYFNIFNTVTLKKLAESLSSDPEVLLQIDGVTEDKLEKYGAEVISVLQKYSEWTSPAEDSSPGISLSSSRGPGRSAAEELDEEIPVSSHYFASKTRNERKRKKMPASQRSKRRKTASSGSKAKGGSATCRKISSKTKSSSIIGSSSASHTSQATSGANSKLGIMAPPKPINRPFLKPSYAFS
POLB inh: blocks human DNA polymerase beta activity. Pol beta primer extension/strand displacement, fluorescence kinetic. Potency, µM (doses to about 114 µM), without a hit: at the highest dose activity change, negative = inhibition, usual class: inhibitors. hit rate 1.3% among 340,000. AID 485314; further: potency means the concentration at half of the fitted maximal effect; on the % scale 0 is the no-effect control and ±100 the full control effect
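Homogeneous kinetic assay of primer extension and strand displacement by 10 nM Pol beta, preincubated 15 min at room temperature with compound before 50 nM substrate (final) was added. Read at 0 and 10 min; four-parameter Hill fit.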
12-LOX inh: ALOX12 (human) lipoxygenase inhibition; P18054; purified 12hLO, xylenol orange hydroperoxide absorbance; Potency, µM (highest dose often 108 µM), without a hit: at the top dose activity change, negative = inhibition, most hits filed as inhibitors; hit rate 1.1% among 580,000; AID 1671190; further: potency means the concentration at half of the fitted maximal effect; on the % scale 0 is the no-effect control and ±100 the full control effect
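Purified human 12hLO (150 nM final) in 25 mM Hepes, 0.01% Triton X-100, pH 7.0 was preincubated 15 min at room temperature with compound. Then 40 uM arachidonic acid was added, 30 min. Hydroperoxide was read by Fe-XO absorbance ratio 573/405 nm.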
TRHR ag: agonists of human TRH receptor; P34981; TRHR cells, calcium flux fluo-8, FDSS agonist mode; activation, % at 2 µM; hit rate 0.18% among 360,000; in the data active means activation above about 30%; further: 0% is about no effect
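Fluo-8-loaded TRHR cells; 10 s baseline, compound added, kinetic Ca2+ fluorescence read 1/s, agonist mode.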
APE1 inh: APE1 (human) endonuclease inhibition; P27695; recombinant APE1, TAMRA/BHQ-2 abasic DNA cleavage fluorescence; Potency, µM (series often up to 65.8 µM), inactives show at the highest dose activity change, negative = inhibition, most hits filed as inhibitors; hit rate 0.35% among 350,000;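 further: potency means the concentration at half of the fitted maximal effect; plate controls were vehicle for no effect and reference inhibitor for full effect; nearly all actives have a fitted effect of over 55% in size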
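Incision of a quenched TAMRA/BHQ-2 THF abasic-site duplex (50 nM) by 0.75 nM APE1, after 15 min compound preincubation, measured as fluorescence increase over three 60 s reads. Values normalized to buffer, DMSO and NSC13755 control wells.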
POLK inh: blocks human DNA polymerase kappa activity | Q9UBT6 | purified Pol kappa, fluorescent DNA synthesis assay, 10 min | hit rate 0.53% among 400,000 | AID 588579 | Potency, µM (highest dose often 107 µM), without a hit: top-dose activity, negative = inhibition, most hits filed as inhibitors; further: potency means the concentration at half of the fitted maximal effect; on the % scale 0 is the no-effect control and ±100 the full control effect
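10 nM Pol kappa preincubated 15 min at room temperature with compounds, then reaction started with substrate at 50 nM final. Fluorescence read kinetically at 0 and 10 min; buffer-only wells served as negative control.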
Starred values were filed as active, the others as inactive; [ ] = another dose, or the depositor's remark. Unless noted, the call rests on the fitted dose curve; in most records, active means well fitted curve in the direction sought with a large enough effect; inconclusive means small, poorly fitted or top-dose-only effect, or another doubt; inactive means no such curve, though single readings can be large; an effect the other way counts as inactive or inconclusive. The list is partial, so the mix of outcomes need not match the whole.

Results for COc1ccccc1Nc1nnc(C)c(=O)[nH]1 ?
Apoferritin bind: 3%; POLI inh: 15%; ERG-DNA inh: -1%; BLM helicase inh: -2%; POLB inh: 30%; 12-LOX inh: -18%; TRHR ag: 0.6; APE1 inh: 14%; POLK inh: -2%

What do the screens show for `COC(=O)c1sc2cccc(F)c2c1S(=O)(=O)Nc1ccc(N(C)C)cc1`?
Apoferritin bind: -12%; POLI inh: 7%; ERG-DNA inh: -2%; BLM helicase inh: -5%; POLB inh: 35%[activator]; 12-LOX inh: inconclusive; TRHR ag: -0.2; POLK inh: 0%

What do the screens show for `Cn1c(=O)[nH]c(=O)c2c1nc(N1CCN(C(c3ccccc3)c3ccccc3)CC1)n2CCO`?
Apoferritin bind: 0%; POLI inh: -6%; ERG-DNA inh: -3%; BLM helicase inh: -4%; POLB inh: 15%; 12-LOX inh: 4%; TRHR ag: -1.7; APE1 inh: -3%; POLK inh: -2%

Results for Cc1cccc(NC(=S)N2CCCCCC2)c1 ?
Apoferritin bind: inconclusive; POLI inh: -8%; ERG-DNA inh: -3%; BLM helicase inh: -5%; POLB inh: 3%; 12-LOX inh: -5%; TRHR ag: -0.5; APE1 inh: 5%; POLK inh: 6%

How did CCCN(CCC)S(=O)(=O)c1ccc(C(=O)Nc2nnc(COC)o2)cc1 do in these assays?
Apoferritin bind: -5%; POLI inh: 42%[activator]; ERG-DNA inh: 6%; BLM helicase inh: -2%; POLB inh: -3%; 12-LOX inh: 6%; TRHR ag: 0.5; APE1 inh: -2%; POLK inh: 2%

How did CN(C)c1ccc(/C=C(\C#N)c2ccccn2)cc1 do in these assays?
Apoferritin bind: -2%; POLI inh: -48%; ERG-DNA inh: 0%; BLM helicase inh: -12%; POLB inh: 44%; 12-LOX inh: inconclusive; TRHR ag: 13; APE1 inh: 4%; POLK inh: -30%

What do the screens show for `OC(CNCCc1ccc(C(F)(F)F)cc1)COC(c1ccccc1)c1ccccc1` (configuration not stated)?
Apoferritin bind: -20%; POLI inh: inconclusive; ERG-DNA inh: -2%; BLM helicase inh: -6%; POLB inh: -24%; 12-LOX inh: 14µM*; TRHR ag: -0.2; APE1 inh: 28%; POLK inh: -17%

What do the screens show for `O=C(CCC(=O)c1cccs1)NCc1ccc(Cl)cc1`?
Apoferritin bind: inconclusive; POLI inh: 13%; ERG-DNA inh: 2%; BLM helicase inh: 1%; POLB inh: inconclusive; 12-LOX inh: 116%[activator]; TRHR ag: -0.4; APE1 inh: -3%; POLK inh: -8%

What do the screens show for `CC(=O)C1=C(O)C(=O)N(c2ccc(O)cc2)C1c1ccc(C)cc1` (configuration not stated)?
Apoferritin bind: -9%; POLI inh: 48%[activator]; ERG-DNA inh: -4%; BLM helicase inh: -1%; POLB inh: -2%; 12-LOX inh: -2%; TRHR ag: 0.1; APE1 inh: 8%; POLK inh: -3%

What do the screens show for `CC1=CC2=NC(=O)CC(C)(C(=O)N(CC(=O)NC3CCCC3)c3cc(C)cc(C)c3)N2C=C1` (configuration not stated)?
Apoferritin bind: -8%; POLI inh: 30%; ERG-DNA inh: 2%; BLM helicase inh: 2%; POLB inh: inconclusive; 12-LOX inh: 0%; TRHR ag: 1.1; APE1 inh: 10%; POLK inh: 4%

Results for Cc1nn(CC(=O)NCc2ccco2)c(C)c1[N+](=O)[O-] ?
Apoferritin bind: 0%; POLI inh: 29%; ERG-DNA inh: -2%; BLM helicase inh: 1%; POLB inh: 0%; 12-LOX inh: 9%; TRHR ag: -0.1; APE1 inh: 25%; POLK inh: -13%

How did COc1cc(OC)cc(-c2c(-c3cccs3)c3cc(-c4cnc(OC)nc4)ccc3n2C)c1 do in these assays?
POLI inh: 24%; ERG-DNA inh: -11%; 12-LOX inh: -13%; TRHR ag: 0.0; APE1 inh: -8%; POLK inh: 16%

Results for COc1ccc(NC(=O)c2ccc(F)cc2)cc1S(=O)(=O)Nc1cc(C)ccc1Br ?
Apoferritin bind: -17%; POLI inh: -20%; BLM helicase inh: -13%; POLB inh: inconclusive; 12-LOX inh: inconclusive; TRHR ag: 0.8; APE1 inh: -7%; POLK inh: -5%

How did CCCCCCCCCCOC(=O)Cn1c(COc2cccc(OC)c2)[n+](C)c2ccccc21 do in these assays?
Apoferritin bind: -13%; POLI inh: 32%; ERG-DNA inh: 3%; BLM helicase inh: -1%; POLB inh: 122%; TRHR ag: -0.4; APE1 inh: 23%; POLK inh: -8%

How did COc1cccc(C2C(=O)c3ccccc3C2=O)c1 do in these assays?
Apoferritin bind: -3%; POLI inh: inconclusive; ERG-DNA inh: 14%; BLM helicase inh: -9%; POLB inh: -16%; 12-LOX inh: inconclusive; TRHR ag: 0.3; APE1 inh: -2%; POLK inh: -2%

Results for CCOc1ccc(NC(=O)Cn2c(=O)n(-c3ccccc3)c(=O)c3ccc(C(=O)NCc4ccc5c(c4)OCO5)cc32)cc1 ?
Apoferritin bind: -22%; POLI inh: 16%; ERG-DNA inh: -24%; BLM helicase inh: -1%; POLB inh: 31%; 12-LOX inh: -23%; TRHR ag: 2.4; POLK inh: -1%

How did COc1cc(/C=N\N=C2/SC(CC(=O)O)C(=O)N2c2ccc(O)cc2)ccc1O (configuration not stated) do in these assays?
Apoferritin bind: -4%; POLI inh: -10%; BLM helicase inh: 0%; POLB inh: -28%; 12-LOX inh: -1%; TRHR ag: 0.0; APE1 inh: -7%; POLK inh: -7%[60.1 µM]

What do the screens show for `COCCn1cc(C(=O)NCc2ccco2)c2c3ccccc3n(C)c2c1=O`?
Apoferritin bind: -2%; POLI inh: -9%; ERG-DNA inh: -7%; BLM helicase inh: -4%; POLB inh: 0%; 12-LOX inh: 8%; TRHR ag: -0.4; APE1 inh: 0%; POLK inh: -3%

How did CCN(C(=O)COC(=O)/C(C#N)=C/c1ccc(N(C)C)cc1)C1CCS(=O)(=O)C1 (configuration not stated) do in these assays?
POLI inh: 56µM*; ERG-DNA inh: 19%; 12-LOX inh: inconclusive; APE1 inh: 4%; POLK inh: inconclusive

Results for CC(=O)N1CC(C)Sc2ccc(S(=O)(=O)NC3CCCCC3)cc21 (configuration not stated) ?
Apoferritin bind: -1%; POLI inh: 20%; ERG-DNA inh: -2%; BLM helicase inh: -3%; POLB inh: 1%; 12-LOX inh: -24%; TRHR ag: 0.2; APE1 inh: 32%; POLK inh: 2%

How did Cc1nn(-c2ccccc2)c(C)c1/C=N/n1c(-c2ccncc2)n[nH]c1=S do in these assays?
Apoferritin bind: 2%; POLI inh: 36%[activator]; ERG-DNA inh: -2%; BLM helicase inh: -2%; POLB inh: 8%; 12-LOX inh: inconclusive; TRHR ag: -0.4; APE1 inh: 7%; POLK inh: -3%

What do the screens show for `Cc1ccc2c(c1)C(c1ccncc1)=NNC(c1ccc(C(C)C)cc1)=N2`?
Apoferritin bind: -9%; BLM helicase inh: -2%; POLB inh: 38%; TRHR ag: 0.3; APE1 inh: -3%

Results for Cc1nnc(NC(=O)C2=COCCO2)s1 ?
POLI inh: -27%; ERG-DNA inh: -4%; 12-LOX inh: inconclusive; TRHR ag: 0.4; APE1 inh: 19%; POLK inh: 5%

What do the screens show for `Cn1cccc1C(=O)N1CCC[C@@]2(CCN(Cc3cc(C(F)(F)F)cc(C(F)(F)F)c3)C2)C1`?
BLM helicase inh: -9%; 12-LOX inh: -1%[57.4 µM]; APE1 inh: -1%; POLK inh: -6%[60.1 µM]

What do the screens show for `O=C(Nc1ccccc1N1CCOCC1)c1ccc(N2CCCC2=O)cc1`?
POLI inh: 18%; ERG-DNA inh: 9%; 12-LOX inh: 395%[activator]; TRHR ag: 0.7; APE1 inh: 9%; POLK inh: -3%

What do the screens show for `CSc1ccc(CNC(=O)Cc2ccc(NC(=O)C3=C(C)OCCS3)cc2)cc1`?
Apoferritin bind: -2%; POLI inh: 6%; ERG-DNA inh: -4%; BLM helicase inh: -7%; POLB inh: inconclusive; 12-LOX inh: 14%; TRHR ag: -0.5; APE1 inh: 46%; POLK inh: 6%

Results for NC(=O)COC(=O)c1ccccc1Nc1ccc(SC(F)F)cc1 ?
Apoferritin bind: -2%; POLI inh: 39%[activator]; ERG-DNA inh: -4%; BLM helicase inh: -4%; POLB inh: 22%; 12-LOX inh: inconclusive; TRHR ag: -2.5; APE1 inh: 5%; POLK inh: -6%

How did O=C(CSc1cccs1)Nc1ccc(Cl)cc1 do in these assays?
Apoferritin bind: inconclusive; POLI inh: 10%; ERG-DNA inh: -10%; BLM helicase inh: -8%; POLB inh: -1%; 12-LOX inh: 50%[activator]; TRHR ag: 0.1; APE1 inh: 1%; POLK inh: -4%

Results for Cc1cc[n+](-c2nc3ccccc3nc2[N-]S(=O)(=O)c2ccccc2)cc1 ?
Apoferritin bind: -5%; POLI inh: 1%; ERG-DNA inh: 19%; BLM helicase inh: -10%; POLB inh: 3%[57.1 µM]; 12-LOX inh: 4%; TRHR ag: -0.2; APE1 inh: 8%; POLK inh: -4%

Results for CCc1ccc(Nc2ncc3c(n2)CC(C)(C)CC3=O)cc1 ?
Apoferritin bind: inconclusive; POLI inh: 10%; ERG-DNA inh: 8%; BLM helicase inh: -7%; POLB inh: 2%; 12-LOX inh: inconclusive; TRHR ag: -0.3; APE1 inh: 0%; POLK inh: -13%

As a short view, some entries already given.
Results for Cc1cc[n+](-c2nc3ccccc3nc2[N-]S(=O)(=O)c2ccccc2)cc1 ?
Apoferritin bind: -5%; POLI inh: 1%; ERG-DNA inh: 19%; BLM helicase inh: -10%; POLB inh: 3%[57.1 µM]; 12-LOX inh: 4%; TRHR ag: -0.2; APE1 inh: 8%; POLK inh: -4%

Results for CCc1ccc(Nc2ncc3c(n2)CC(C)(C)CC3=O)cc1 ?
Apoferritin bind: inconclusive; POLI inh: 10%; ERG-DNA inh: 8%; BLM helicase inh: -7%; POLB inh: 2%; 12-LOX inh: inconclusive; TRHR ag: -0.3; APE1 inh: 0%; POLK inh: -13%
